HKDC1 inhibitor: HKDC1 (human) hexokinase inhibition; Q2TB90; AID 493160; recombinant HKDC1, G6PDH/diaphorase resazurin coupled fluorescence; inhibition, % at 20 µM; 0.16% of 340,000 active;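 active means inhibition above about 35% when tested at 20 µM, limit read from the data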;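 further: plate controls were DMSO wells with enzyme for no effect and DMSO wells lacking enzyme for full effect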
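Test system: Recombinant HKDC1 (HK5) hexokinase enzyme, produced in-house | Input: HKDC1 at 5 µg/mL | Buffer or medium: Tris pH 8.0 buffer with MgCl2, Tween-20, BSA, BME | Schedule: 90 min reaction incubation at room temperature, dark | Technique: Resazurin-to-resorufin fluorescence via G6PDH and diaphorase coupling, 525/613 nm | Controls: DMSO wells with and without enzyme mix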
SENP8 block-1: SENP8 (human) protease inhibition | Q96LD8 | recombinant SENP8, Nedd8 substrate fluorescence | inhibition, % at 20 µM | 0.64% of 360,000 active | AID 602440; in the data active means inhibition mostly above about 40%, no sharp cut-off; inactive means mostly below about 27%
Target sequence (Q96LD8 whole entry, looked up): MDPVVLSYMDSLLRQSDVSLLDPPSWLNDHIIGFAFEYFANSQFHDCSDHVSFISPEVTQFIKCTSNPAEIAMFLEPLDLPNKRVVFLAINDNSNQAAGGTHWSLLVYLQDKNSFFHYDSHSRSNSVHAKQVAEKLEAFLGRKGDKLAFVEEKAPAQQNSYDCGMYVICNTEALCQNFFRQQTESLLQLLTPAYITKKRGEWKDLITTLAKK
SENP1 inh: inhibitors of human SENP1 SUMO protease catalytic domain; AID 624204; 0.21% of 360,000 active; Q9P0U3; recombinant SENP1 catalytic domain, CyPet-SUMO1-YPet FRET cleavage; inhibition, % at 10 µM;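 active means inhibition at least 30% at 10 µM, raw YFP signal under a set limit, fluorescence ratio 0.5 to 1.5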;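 further: 0% = enzyme with DMSO and 100% = no enzyme wells; some results filed as inactive read as strong as hits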
Target sequence (Q9P0U3 419-644 limits assumed): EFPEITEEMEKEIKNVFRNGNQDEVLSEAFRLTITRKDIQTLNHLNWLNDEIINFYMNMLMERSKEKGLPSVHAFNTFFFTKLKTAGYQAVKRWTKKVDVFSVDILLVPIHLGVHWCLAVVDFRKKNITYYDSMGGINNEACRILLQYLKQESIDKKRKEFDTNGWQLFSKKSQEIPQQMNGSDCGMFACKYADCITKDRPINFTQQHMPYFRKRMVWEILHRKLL
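Material: hSENP1 catalytic domain, recombinant; medium: Tris pH 8 with BME, BSA, NP40 and catalase; compound: single concentration of 10 µM compound, 0.5% DMSO final; technique: FRET read of cyan and yellow fluorescence; timing: 50 min enzyme reaction, room temperature, light-protected; reagent: SFCypet-SUMO1-SFYpet substrate at 25 nM; control set: no-enzyme low, enzyme-DMSO high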
PfGluPho inh: PfG6PD (Plasmodium falciparum) enzyme inhibition; inhibition, % at 20 µM; 0.78% of 350,000 active; AID 504690; PfGluPho enzyme, NADPH resazurin-diaphorase fluorescence;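 active means inhibition reaching at least a set limit at 20 µM in the primary screen, cut at about 59% in these data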;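 further: 0% = DMSO wells with substrate and 100% = DMSO wells lacking glucose-6-phosphate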
SENP7 inh: blocks the human protease SENP7; 1.5% of 330,000 active; Q9BQF6; AID 434973; recombinant SENP7, Z-RLRGG-aminoluciferin luminescence, 40 min; inhibition, % at 5 µM;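 active means inhibition above about 50% at the single test dose, limit read from the data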;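 further: plate controls were DMSO with enzyme for no effect and no enzyme buffer wells for full effect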
Target sequence (Q9BQF6 706-1050 limits assumed): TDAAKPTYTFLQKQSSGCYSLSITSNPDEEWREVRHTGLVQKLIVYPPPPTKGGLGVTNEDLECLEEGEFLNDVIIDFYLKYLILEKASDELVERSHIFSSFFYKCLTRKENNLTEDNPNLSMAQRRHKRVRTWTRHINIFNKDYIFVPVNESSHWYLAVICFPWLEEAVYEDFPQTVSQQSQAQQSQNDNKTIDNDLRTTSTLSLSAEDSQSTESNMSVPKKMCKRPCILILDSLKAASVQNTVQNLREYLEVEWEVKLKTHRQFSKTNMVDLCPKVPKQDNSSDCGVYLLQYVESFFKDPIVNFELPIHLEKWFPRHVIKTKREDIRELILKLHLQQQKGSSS
SENP8 block-2: SENP8 protease inhibition; inhibition, % at 10 µM; 1.2% of 330,000 active; Q96LD8; purified SENP8, Z-RLRGG-aminoluciferin cleavage, luminescence; AID 2540; in the data active means inhibition above about 50%
SENP6 inh: blocks the human protease SENP6; AID 2599; inhibition, % at 10 µM; Recombinant SENP6 catalytic domain, aminoluciferin luminescence; 1.8% of 330,000 active;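 active means inhibition above about 50% at the single tested dose, limit read from the data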;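 further: plate controls were DMSO wells with enzyme for no effect and DMSO wells lacking enzyme for full effect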
MIN6 prolif: MIN6 beta-cell proliferation induction. MIN6 cells proliferation, ATPlite luminescence, 48 h; cells starved in 0.2% serum; 100% = growth in 10% serum. proliferation, % at 10 µM. 0.29% of 330,000 active;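 active means compounds whose signal lies at least 3.5 SD above the mean of all wells on their plate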;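 further: 0% = DMSO-treated cells in low-serum medium and 100% = 10% serum control; some compounds called inactive have numbers as strong as hits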
UBC13 inh: inhibitors of human UBC13 polyubiquitin chain formation; 0.47% of 330,000 active; inhibition, % at 20 µM; TR-FRET; in the data active means inhibition above about 45%, passing the limit was not always enough
Target sequence (P61088 whole entry, looked up): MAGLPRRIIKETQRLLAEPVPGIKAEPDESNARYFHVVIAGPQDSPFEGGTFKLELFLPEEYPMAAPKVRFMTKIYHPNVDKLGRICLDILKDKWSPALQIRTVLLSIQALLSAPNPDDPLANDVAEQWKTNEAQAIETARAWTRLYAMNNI
Active calls of the source: *; / = not tested or not shown.

No.	SMILES	HKDC1 inhibitor	SENP8 block-1	SENP1 inh	PfGluPho inh	SENP7 inh	SENP8 block-2	SENP6 inh	MIN6 prolif	UBC13 inh
1	Cc1ccc(NC(=O)c2nc[nH]c2C(=O)N2CCN(c3ccccc3)CC2)cc1	0.8	8.1	2.2	-0.3	-11.3	-10.4	-2.3	-0.5	-5.2
2	COc1cccc(CN(CC2CCCO2)S(=O)(=O)c2ccc(S(=O)(=O)NCC3CCCO3)cc2)c1OC (stereo not drawn)	-5.2	6.6	1.6	-7.2	-2.0	-0.2	-0.8	0.9	0.8
3	Cc1ccc(NC(=O)Cn2cnc3c(nnn3Cc3ccc(F)cc3)c2=O)cc1	-6.5	14.2	0.7	-13.2	1.0	-1.3	-4.7	-3.0	-8.3
4	CCCCN(CCCC)CCNC(=O)c1ccc2nc(-c3ccccc3NC(C)=O)c(=O)[nH]c2c1	-11.9	-50.7	-10.2	-1.0	3.5	-0.9	10.7	-1.9	1.9
5	Cc1nnc2ccc(-c3cccc(NS(=O)(=O)c4ccccc4[N+](=O)[O-])c3)nn12	-2.3	-13.3	0.6	10.0	-2.8	-0.4	-10.9	-5.0	-2.0
6	O=S(=O)(NCCN1CCCC1)c1cccc2cccnc12	-0.3	11.9	-3.9	4.3	8.0	-0.2	-11.5	2.4	2.6
7	CCN1C(=O)/C(=C/c2cc(C)n(C)c2C)SC1=Nc1ccc(OC)cc1	-2.1	31.2	-6.7	3.3	6.7	0.8	-4.6	-6.3	-6.8
8	Cc1ccc(C(=O)CCC(=O)OCc2nnc(-c3ccccc3)o2)cc1	-2.6	1.7	2.3	-7.0	-10.7	-14.2	-7.2	-0.8	2.1
9	COc1ccccc1CC(=O)NC1CC1	-3.1	23.6	3.4	-0.3	0.3	7.2	16.8	-0.6	-2.3
10	CCOc1ccc(S(=O)(=O)N2CCCC(C(=O)N3CCC(C(N)=O)CC3)C2)cc1Cl (stereo not drawn)	-5.9	-2.1	1.8	-4.5	-1.7	3.3	-8.7	0.1	-1.9
11	CCOc1ccccc1NC(=O)NNC(=O)CCc1ccc(OC)cc1	0.7	4.1	4.4	2.7	-5.6	2.6	8.8	-1.4	10.4
12	C/C(=N\N=C(/C)c1cccc(N)c1)c1cccc(N)c1	-3.3	9.8	0.3	13.8	-1.9	-8.8	-7.1	-1.0	1.0
13	CCOC(=O)c1sc(/N=C/c2c(C)[nH]n(-c3ccccc3)c2=O)c(C#N)c1C	/	/	/	/	-3.8	1.2	-11.4	-2.4	-20.6
14	CCOC(=O)c1ccc(C(=S)N2CCCC2)cc1	0.8	20.6	-1.0	27.8	3.9	7.2	23.7	3.4	1.3
15	CCc1c(C)nc2ncnn2c1N1CCCC(C(=O)NCc2ccc3c(c2)OCO3)C1 (stereo not drawn)	-6.8	7.4	0.0	1.7	2.4	4.7	10.0	-0.7	-4.9
16	CC(C)CN(C(=O)CSc1nnc(-c2cccs2)n1N)c1c(N)n(Cc2ccccc2)c(=O)[nH]c1=O	-5.6	-0.4	-5.6	5.1	-1.6	4.9	6.3	4.0	0.7
17	CC(C)OC(=O)CSc1nc2ncc(Cl)cc2[nH]1	-3.4	11.4	-0.6	47.4	-4.4	0.4	3.3	0.8	1.9
18	Nc1c(-c2ccsc2)cnc2ncnn12	-9.9	16.6	-1.0	3.0	-2.9	10.5	2.2	-1.9	-0.5
19	COCCCNC(=O)CN1C(=O)c2ccccc2C1=O	2.7	8.1	0.6	-17.6	12.0	-2.8	-6.0	0.7	1.9
20	O=C(Nc1ccccc1)Nc1nccs1	-5.5	9.1	0.3	3.7	7.3	4.6	25.0	-2.1	2.8

Records 18 to 20 of the list above:
No.	SMILES	HKDC1 inhibitor	SENP8 block-1	SENP1 inh	PfGluPho inh	SENP7 inh	SENP8 block-2	SENP6 inh	MIN6 prolif	UBC13 inh
18	Nc1c(-c2ccsc2)cnc2ncnn12	-9.9	16.6	-1.0	3.0	-2.9	10.5	2.2	-1.9	-0.5
19	COCCCNC(=O)CN1C(=O)c2ccccc2C1=O	2.7	8.1	0.6	-17.6	12.0	-2.8	-6.0	0.7	1.9
20	O=C(Nc1ccccc1)Nc1nccs1	-5.5	9.1	0.3	3.7	7.3	4.6	25.0	-2.1	2.8

Just SENP7 inh and SENP8 block-1, for five of the compounds above:
# | SMILES | SENP7 inh | SENP8 block-1
6 | O=S(=O)(NCCN1CCCC1)c1cccc2cccnc12 | 8.0 | 11.9
10 | CCOc1ccc(S(=O)(=O)N2CCCC(C(=O)N3CCC(C(N)=O)CC3)C2)cc1Cl (stereo not drawn) | -1.7 | -2.1
13 | CCOC(=O)c1sc(/N=C/c2c(C)[nH]n(-c3ccccc3)c2=O)c(C#N)c1C | -3.8 | /
11 | CCOc1ccccc1NC(=O)NNC(=O)CCc1ccc(OC)cc1 | -5.6 | 4.1
14 | CCOC(=O)c1ccc(C(=S)N2CCCC2)cc1 | 3.9 | 20.6

Going on with the list.
No.	SMILES	HKDC1 inhibitor	SENP8 block-1	SENP1 inh	PfGluPho inh	SENP7 inh	SENP8 block-2	SENP6 inh	MIN6 prolif	UBC13 inh
21	Cc1ccc(S(=O)(=O)NCCC(=O)NCCc2ccc(S(N)(=O)=O)cc2)cc1C	-3.7	19.3	1.0	1.8	1.7	-2.6	-8.5	-2.2	-3.3
22	O=C(COc1ccc(S(=O)(=O)N2CCOCC2)cc1)NCc1ccco1	-1.6	9.8	1.6	-7.0	-8.8	1.3	-2.4	2.5	2.5
23	CCOc1ccc(Cn2c(O)cc(=O)[nH]c2=O)cc1	-6.8	17.2	-7.3	-11.9	-6.4	-10.8	-14.7	-3.4	-2.6
24	C=CCOC(=O)C1=C(C)NC(SCC(=O)N(CC)CC)=C(C#N)C1c1ccccc1 (stereo not drawn)	1.7	-117.7	-0.4	-5.7	-2.4	5.0	-6.5	0.0	13.3
25	COc1cccc(NC(=O)COC(=O)CCC(=O)c2cccs2)c1	-2.1	4.5	3.4	8.7	-8.5	-8.0	5.2	1.3	-15.0
26	Cc1cc(N)ccc1NC(=O)c1ccccc1	-0.3	-4.1	-0.6	-6.7	5.7	0.9	18.3	-0.3	6.1
27	Cc1c(Br)c([N+](=O)[O-])nn1CC(=O)Nc1nccs1	-0.7	11.1	1.6	2.7	-3.2	-4.4	-2.9	-1.7	-4.1
28	Cc1cccc(NC2=NC3(CCCCC3)N=C(N)N2)c1	-0.8	16.7	-1.5	-3.0	2.3	7.0	7.0	1.3	11.6
29	O=C(CCCCCn1c(=S)[nH]c2cc3c(cc2c1=O)OCO3)N1CCN(C2CCCCC2)CC1	1.0	0.4	1.1	10.7	6.4	8.8	1.2	-6.3	8.4
30	COc1ccc(NC(=O)COc2cc(O)c3c(c2)OC(C)(C)CC3=O)cc1	-2.6	16.1	1.2	-3.0	5.1	0.2	-4.0	-4.0	9.5
31	Cc1cc(Oc2ccc(=O)n(C)n2)nc(SCCOc2ccccc2)n1	-2.7	31.6	0.2	1.6	-2.2	-6.5	-28.0	-2.3	2.4
32	CCCNS(=O)(=O)c1ccc(CCC(=O)NCc2ccc3c(c2)OCO3)cc1	-6.0	13.4	0.6	5.9	0.3	1.7	9.9	-3.0	7.9
33	COc1ccc(C(=O)OC(C(=O)c2ccc(C)cc2)c2ccccc2)cc1 (stereo not drawn)	-7.3	6.8	2.4	1.4	-4.1	2.7	-8.7	-4.7	-15.3
34	CN(CCCS(=O)(=O)[O-])c1ccc(/C=C/c2ccc3ccccc3[n+]2C)cc1	2.0	18.8	0.3	4.3	-0.3	1.5	5.5	-4.5	-296.4
35	CC(NC(=O)c1ccc2c(c1)S(=O)(=O)N=C1CCCCCN12)c1ccc(S(N)(=O)=O)cc1 (stereo not drawn)	-4.8	3.6	2.0	2.5	-5.0	-2.6	6.3	3.6	-2.2
36	Cc1cc(C)n2c(SCC(=O)NC3CCCCC3)nnc2n1	-11.1	-34.3	0.9	-9.1	14.7	0.2	-2.2	-1.1	0.2
37	Cc1nc2ccccc2c(=O)n1NC(=O)c1ccc(Cl)c(Cl)c1	0.8	22.2	-3.1	-10.1	-3.0	3.4	-9.5	1.5	11.8
38	CC(C)CNC(=S)N(CCN(C)C)Cc1cc2cc3c(cc2[nH]c1=O)OCCO3	-2.7	-441.5	-4.4	4.4	8.6	-7.3	-14.3	-2.2	2.9
39	CN(CC(=O)Nc1cccc(S(=O)(=O)NC2=NCCC2)c1)Cc1cccc(F)c1	-4.0	15.8	1.2	4.9	8.4	-2.9	4.9	-5.2	1.0
40	O=C(Nc1ccccc1Cl)c1cc(S(=O)(=O)N2CCCCC2)ccc1N1CCOCC1	-1.0	18.3	0.9	1.7	2.8	4.0	-1.2	-3.2	17.1

No.	SMILES	HKDC1 inhibitor	SENP8 block-1	SENP1 inh	PfGluPho inh	SENP7 inh	SENP8 block-2	SENP6 inh	MIN6 prolif	UBC13 inh
41	COc1cc(OC)cc(C(=O)NC(C)CNc2ccc(Cl)cc2[N+](=O)[O-])c1 (stereo not drawn)	0.3	23.0	7.5	2.5	0.9	-1.6	2.7	-0.8	-54.1
42	Cc1ccccc1Cn1c(C(C)O)nc2ccccc21 (stereo not drawn)	-3.8	27.5	0.0	-0.4	5.1	11.8	-4.3	4.2	3.0
43	Cc1ccc(CC2CC(=O)N(c3ccc(Cl)cn3)C2=O)cc1 (stereo not drawn)	3.2	9.8	-2.5	-8.7	3.8	-3.0	-14.7	-2.4	5.1
44	O=S(=O)(NC(=NCc1ccccc1)c1ccccc1)c1ccc(Br)cc1	-0.3	5.7	0.9	-2.6	-9.3	1.5	-9.7	-3.0	4.9
45	COc1ccc(N(CC(=O)N2CCN(c3ccccc3)CC2)S(=O)(=O)c2c(C)noc2C)cc1	-2.5	8.3	0.1	1.8	-0.3	0.2	-10.0	3.2	2.3
46	CCOc1ccc(N=Nc2cc(C(C)C)ccc2O)cc1	3.1	29.3	3.6	21.2	-2.8	-4.9	-35.3	-2.1	-11.6
47	O=C(COc1ccc2c3c(c(=O)oc2c1)CCC3)N1CCCC1	0.4	-263.9	-4.4	18.5	-1.4	2.9	-11.6	-1.4	5.7
48	CSCCC(=O)N(C)CC1CCCN(CCc2cccc(C(F)(F)F)c2)C1 (stereo not drawn)	-8.7	21.7	-0.3	11.8	-0.4	9.7	-33.3	0.4	4.8
49	CN(C)CCCNC(=O)c1ccc2[nH]c3ccccc3c2c1	-4.4	-167.3	-4.5	-6.4	-1.2	-4.1	-8.9	-0.2	14.3
50	O=C(c1ccccc1)C1Oc2ccccc2C2CC(c3cccs3)=NN12 (stereo not drawn)	-2.3	1.8	-3.9	3.3	-0.2	-5.0	-3.4	-3.0	-1.5
51	COc1ccc(/C=C2\Oc3cc(OC(=O)N4CCOCC4)ccc3C2=O)c(OC)c1	-4.4	-429.2	-33.4	19.5	-5.1	3.4	-13.2	-2.5	-12.2
52	Cc1cc(C)c(S(=O)(=O)N2CCOC2CNC(=O)C(=O)NCc2ccncc2)c(C)c1 (stereo not drawn)	4.1	0.1	1.2	-23.6	-4.2	2.6	-8.3	-2.7	-0.3

High-throughput results deposited in PubChem by Sanford-Burnham Center for Chemical Genomics.
